TbREL1 inh: TbREL1 inhibition, primary screen. TbREL1 RNA ligation, FRET fluorescence. inhibition, % at 9.66 µM. P86926. 89,000 compounds, 0.49% hits;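 active = inhibition above the mean inhibition across all screened compounds plus 3 SD, cut at about 11% in these data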;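 also: 0% = plate median of test wells and 100% = NSC42067 control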
Target sequence (P86926 whole entry, looked up): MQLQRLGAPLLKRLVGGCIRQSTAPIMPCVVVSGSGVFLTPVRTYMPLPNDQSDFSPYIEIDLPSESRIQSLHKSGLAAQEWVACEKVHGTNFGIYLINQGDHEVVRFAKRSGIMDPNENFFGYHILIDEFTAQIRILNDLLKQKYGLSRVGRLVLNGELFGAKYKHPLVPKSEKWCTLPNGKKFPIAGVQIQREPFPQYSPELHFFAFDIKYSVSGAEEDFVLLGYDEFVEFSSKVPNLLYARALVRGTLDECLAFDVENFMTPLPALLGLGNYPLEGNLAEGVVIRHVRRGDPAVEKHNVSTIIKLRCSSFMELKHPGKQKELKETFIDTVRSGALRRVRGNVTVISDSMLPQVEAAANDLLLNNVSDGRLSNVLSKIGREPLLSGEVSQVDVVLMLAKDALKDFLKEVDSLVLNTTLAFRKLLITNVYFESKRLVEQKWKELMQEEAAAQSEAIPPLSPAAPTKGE
* marks the source's active call; other numbers are inactive results. Some of the compounds tested; the hit share may differ from the screen's.

SMILES	TbREL1 inh
COC(=O)CCC(=O)OC1(C)C(=O)C=C2C=C(C3CC3)N(CCCCO)C=C2C1=O (stereo unspecified)	5
O=C(c1ccc([N+](=O)[O-])o1)N1CCN(c2nc3ccc(F)cc3s2)CC1	5
CCCc1nnc(NC(=O)CC(C)c2ccccc2)s1 (stereo unspecified)	1
CCC(=O)N1C(C(=O)N2CCCC2)CSC1c1ccc(OC)cc1 (stereo unspecified)	0
O=C(COC(=O)c1ccc(NS(=O)(=O)c2cccs2)cc1O)Nc1ccc(F)cc1	-3
Cc1ccc(N(C(=O)c2csnn2)C(C(=O)NC(C)(C)C)c2ccccn2)cc1 (stereo unspecified)	-1
O=C(O)CN1C(=O)SC(Nc2ccc(C(=O)O)cc2)C1=O (stereo unspecified)	3
CCn1c(CNC(=O)c2cccs2)nnc1SCC(=O)NCCc1ccccc1	-3
CCOc1cc2[nH]c(=S)n(CCOC)c(=O)c2cc1OCC	-3
CSCCCNC(=O)c1oc(=O)c2ccccc2c1-c1ccc(C)cc1	-4
CCOC(=O)C1CCN(C(=O)CSC2=NCCS2)CC1	0
CCCOc1ccc(-c2nc3c(c(=O)[nH]c(=O)n3Cc3ccccc3)n2CCO)cc1OCC	3
O=C(CN1CCN(c2ccc(F)cc2)CC1)NCc1ccc(Cl)cc1	-6
CCN(CC)C(=O)c1cccc(-c2csc(C(O)c3ccccc3)n2)c1 (stereo unspecified)	-4
Nc1nc2c(ncn2[C@@H]2O[C@H](CNCc3cnc(N4CCOCC4)s3)[C@@H](O)[C@H]2O)c(=O)[nH]1	4
CCNC(=S)N1CCN(CCN=CC2=C(O)CC(c3ccco3)CC2=O)CC1 (stereo unspecified)	-4
CC(C)N(C(=O)CC1ON(C)C(=O)N1c1ccc(Cl)cc1)C(C)C (stereo unspecified)	6
N=c1c(C(=O)NC2CCCC2)cc2c(=O)n3ccccc3nc2n1C1CCCC1	-1
O=C(CN1C(=O)NC2(CCCc3ccccc32)C1=O)c1ccc(Br)cc1 (stereo unspecified)	1
O=C(Nc1ccccc1Cl)c1ccc2c(c1)N(Cc1ccc(F)cc1)C(=O)CS2=O (stereo unspecified)	-2
COc1cc(Nc2cc(C)n(-c3cc(OC)cc(OC)c3)c(=O)c2)cc(OC)c1	-4
CCOC(=O)[C@@H]1[C@H]2COc3cc(OC)ccc3[C@@H]2N2C(=O)N(c3ccc(C)cc3)C(=O)[C@]12C	2
CC(=O)NCCn1c(SCc2cc(F)ccc2F)nc2ccccc2c1=O	-3
NC(=O)c1ccsc1NC(=O)COC(=O)Cc1c[nH]c2ccccc12	0
CC1CCc2nn(CC(=O)NCc3ccc(F)cc3)cc2C1 (stereo unspecified)	3

An excerpt from above in order of length of the SMILES, low to high:
SMILES	TbREL1 inh
CC(=O)NCCn1c(SCc2cc(F)ccc2F)nc2ccccc2c1=O	-3
CCN(CC)C(=O)c1cccc(-c2csc(C(O)c3ccccc3)n2)c1 (stereo unspecified)	-4
CCOC(=O)[C@@H]1[C@H]2COc3cc(OC)ccc3[C@@H]2N2C(=O)N(c3ccc(C)cc3)C(=O)[C@]12C	2

Later entries.
SMILES	TbREL1 inh
CCOc1ccccc1N/C=C/C(=O)C(C)(C)C	-3
Cc1cc(=O)[nH]c(N2CCc3ccccc3C2)n1	-2
CCCCNC(=S)NNC(=O)c1ccc2c(c1)OCO2	-6
COc1ccc(C2(C(=O)O)CCCC2)cc1	-3
Cc1ccc(-c2nnc(SCc3ccc([N+](=O)[O-])cc3)n2-c2ccccc2)cc1	-2
Cc1cccc(NC(=O)c2cc3c(C)nn(-c4ccccc4)c3s2)c1	2
Cc1nc(Nc2ccc3c(c2)OCCO3)c2nnn(Cc3ccccc3Cl)c2n1	-4
CC1=C(C(=O)OCc2ccccc2)C(c2ccccc2OS(=O)(=O)c2ccc(C)cc2)NC(=O)N1CCCC(=O)O (stereo unspecified)	1
O=C(CN1CCCCCC1)NCC1CCCO1 (stereo unspecified)	7
O=C(NC(=S)NNC(=O)c1ccc(Cl)cc1Cl)c1cccnc1	3
Cc1ccc(CCc2nnc(SCC(=O)Nc3cccc(Cl)c3)n2-c2ccccc2)o1	-3
O=C(CN1C(=O)NC2(CCCC2)C1=O)N1CCN(S(=O)(=O)c2cccc(F)c2)CC1	5
O=C(COC(=O)c1ccc(Cl)nc1)NCCc1ccc(F)cc1	-1
Cc1ccc(S(=O)(=O)NCC2Cc3ccccc3N2S(=O)(=O)c2ccc(C)cc2)cc1 (stereo unspecified)	-3
CCc1cc(CNC(=O)CC2C(=O)NCCN2Cc2ccccc2C(F)(F)F)on1 (stereo unspecified)	-2
O=C(NNC(=O)c1cc(Br)ccc1Cl)c1csc(N2CCOCC2)n1	1
COc1ccc(N2CCN(C(=O)CCNS(=O)(=O)c3ccc(C)cc3)CC2)cc1	-8
COc1cc(-n2cnnn2)ccc1S(=O)(=O)N1CCOCC1	2
Cn1c(=O)c2c(nc(NNC(=O)C(F)(F)F)n2C)n(C)c1=O	-2
O=C1C2C3CCC(C3)C2C(=O)N1Cc1ccco1 (stereo unspecified)	1
O=S(=O)(Nc1ccc2c(c1)oc1ccccc12)N1CCCC1	1
CCc1cccc(C)c1NC(=O)COC(=O)Cn1c(C)csc1=O	4
Cc1ccccc1CN1CCCCC(NC(=O)c2cccc([N+](=O)[O-])c2)C1=O (stereo unspecified)	-1
COc1ccc(C(=O)N(c2c(C)cccc2C)C(COC(C)=O)COC(C)=O)cc1	-1
COC(=O)Nc1ccc(S(=O)(=O)Nc2cc(C(F)(F)F)c[nH]c2=O)cc1	3
The listing continues:
SMILES	TbREL1 inh
Clc1ccc2nc(-c3ccccc3)c(CN3CCOCC3)n2c1	3
Clc1ccc(C(c2nnnn2C2CCCCC2)N(Cc2cccnc2)Cc2ccco2)cc1 (stereo unspecified)	1
O=C(c1ccc(S(=O)(=O)Nc2ccccc2)cc1)N1CCC1	2
Cn1c(N/N=C2\CCCc3ccccc32)nc2c1c(=O)n(Cc1ccc(F)cc1)c(=O)n2C	1
Cc1cc(C)c(C#N)c(SCC(O)COc2ccc(Br)cc2)n1 (stereo unspecified)	8
COc1ccc(C)cc1NC(=O)c1ccc2c(c1)C(=O)N(Cc1ccncc1)C2=O	-3
C[C@H](O)[C@@H]1CN2CCc3c([nH]c4ccccc34)[C@@H]2C[C@@H]1N(C)C(=O)Nc1ccc(Br)cc1	7
COc1ccc(NC(=O)c2ccc3c(c2)OCCO3)cc1OC	1
S=C(NCc1ccccc1)N1CCc2ccccc2C1	-6
C=CCn1c(SCC(N)=O)nnc1-c1cc(Br)ccc1O	2
c1ccc2c(c1)nc1n2C2(N3CCOCC3)CCCC2C1N1CCOCC1 (stereo unspecified)	-1
CCOCCCNC(=O)Cn1cnc2sc(C)c(S(=O)(=O)N3CCN(c4ncccn4)CC3)c2c1=O	1
CC1(C)C2(C#N)C(N)=NC3(OCCO3)C12C#N (stereo unspecified)	0
COC(=O)NC1CSCC1OC(=O)CN1C(=O)c2ccccc2C1=O (stereo unspecified)	6
Cc1nc(C2CCCCC2)c(-c2ccccc2)c(N2CCOC2=O)c1C	1
CN1c2ccccc2C(C)(C)C12C=Nc1c(ccc3ccccc13)O2 (stereo unspecified)	0
CC(CN1CCN(C)CC1)OC(=O)c1cccc(Cl)c1 (stereo unspecified)	6
CCC(C)(NC(=O)c1ccccn1)C(=O)NC1CCCCC1 (stereo unspecified)	-4
COc1ccc(-c2csc(C(C#N)=C(O)CSc3nccn3C)n2)cc1OC	-2
O=C(N/N=C/c1ccccn1)NC12CC3CC(CC(C3)C1)C2	1
CN(C)c1cc(Nc2ccc(O)cc2)c([N+](=O)[O-])c2nonc12	-1
Cc1cc(C)n(-c2ccc(OCC(=O)O)nn2)n1	1
COc1ccc(C(OCC(O)CN2CCC(O)CC2)c2ccc(OC)cc2)cc1 (stereo unspecified)	-1
O=C1CC(NC2CCN(C(=O)c3cccc(F)c3)CC2)C(=O)N1 (stereo unspecified)	0
Nc1c(N(CCCO)C(=O)C2CCCCC2)c(=O)[nH]c(=O)n1Cc1ccccc1	0
The results go on.
SMILES	TbREL1 inh
COc1ccc(CNc2nc(-c3cccnc3)nn2S(C)(=O)=O)cc1	1
O=C(CN1C(=O)c2ccccc2C1=O)NC(Cc1ccccc1)C(=O)O (stereo unspecified)	-1
CC(Oc1ccc(F)cc1)C(=O)N1CCN(c2ncccn2)CC1 (stereo unspecified)	0
CCN(CC)S(=O)(=O)c1cc(C(=O)Nc2ccc(Cl)cn2)ccc1C	3
CCN(CC)CCC(c1cc(OC)c(OC)c(OC)c1)c1c(O)cc(OC)cc1OC (stereo unspecified)	-1
CCOC(=O)C1=C(C)N=C2SC(C(=O)OC)=CC(=O)N2C1c1cccc(OC)c1 (stereo unspecified)	1
CC(=O)C1(O)C(C)CC2C3CC(F)C4(O)CC(O)CCC4(C)C3CCC21C (stereo unspecified)	-1
CN(C(=O)[C@H]1O[C@@H](n2cnc3c(=O)[nH]c(N)nc32)[C@H](O)[C@@H]1O)C1CCCCC1	1
Cn1c(CSc2ccccc2)c(C#N)c2ccccc21	4
Nn1c(SCC(=O)Nc2ccc3c(c2)OCO3)nnc1-c1cccc(Cl)c1	0
Cc1ccccc1OCCNCC(C)O (stereo unspecified)	9
Cc1cc([N+](=O)[O-])nn1CCCC(=O)N1CCN(c2ccc(F)cc2)CC1	-2
COc1cccc(C(=O)OCC(=O)c2c[nH]c3ccccc23)c1O	0
Cc1nnc(Nc2ccc(C(=O)NCCO)cc2)c2ccccc12	-1
Cc1cc(=O)n2nc(-c3ccc(C(F)(F)F)cc3)sc2n1	0
Cc1ccc(NC(=O)CN(C)C(=O)COc2cccc3ccc(C)nc23)cc1	-2
NS(=O)(=O)c1ccc(CCNC(=O)C(=O)NCC2OCCN2S(=O)(=O)c2cccs2)cc1 (stereo unspecified)	2
COc1nc2ccc(C)cc2cc1-c1noc(-c2ccccc2)n1	0
Oc1ccc(C23CCCC2C2(CCCC2)c2ccc(O)cc2O3)c(O)c1 (stereo unspecified)	-2
COc1ccc2[nH]c3c(c2c1)CCN[C@]31C(=O)N(Cc2cn(Cc3ccccc3)nn2)c2ccccc21	-5
CCOCCCNC(=O)c1cc2c(-c3ccc(Cl)cc3)nn(C)c2s1	0
O=C(O)CCc1ccc(S(=O)(=O)Nc2cc(C(F)(F)F)ccc2N2CCCC2)cc1	4
CC(=O)c1oc2ccccc2c1N	1
COc1ccc(Cl)cc1NC(=O)CN1CCN(C(=O)N2CCOCC2)CC1	1
CN(CC(=O)Nc1c(Cl)cccc1Cl)C(=O)CCNS(=O)(=O)c1ccccc1C(F)(F)F	-3
Continued.
SMILES	TbREL1 inh
COc1ccc(NS(=O)(=O)c2ccc(/C=C/C(=O)O)cc2)cc1S(=O)(=O)N1CCOCC1	-1
COc1cc(/C=N/Nc2snc(SC)c2C#N)ccc1O	-3
COCCCNC(=O)c1ccc2c(=O)n(CC3CCCO3)c(=S)[nH]c2c1 (stereo unspecified)	4
COc1ccc(OC)c(NC(=O)CSc2nc3scc(C)c3c(=O)[nH]2)c1	1
CN(C)S(=O)(=O)c1ccc(Cl)c(NC(=O)COC(=O)[C@@H]2CCCN2C(=O)c2cccs2)c1	-1
COc1ccc(S(=O)(=O)N2CCOCC2)cc1NC(=O)COc1ccccc1OC	-4
CC(=O)c1cnc2n(c1=O)CCS2	3
Cn1c(CNC(=O)c2ccc(Cl)cc2)nnc1SCC(=O)NC1=NCCS1	-1
CCN(C(=O)[C@@H](C1CC1)[C@@H](O)c1ccc(Cl)cc1)c1ccccc1	-3
O=C(CSc1nccn1-c1ccc(Cl)cc1)Nc1ccc2c(c1)OCO2	-2
Cc1ccc2nc(SCC(=O)NCc3cccs3)[nH]c2c1	-1
Cc1ccc(NC(=O)c2sc(Cl)nc2C)c(C)c1	1
O=C(NCc1ccco1)c1ccc(Cn2c(=O)c3sccc3n(Cc3cccc(F)c3)c2=O)cc1	0
COc1ccc(C2CC(=O)c3cnc(N)nc3C2)c(OC)c1 (stereo unspecified)	7
Cc1oc(-c2cc(F)cc(F)c2)nc1CN1CCN(C(=O)c2ccco2)CC1	-5
CCOC(=O)N1CCN(S(=O)(=O)c2ccc(F)c(C(=O)Nc3cc(C)cc(C)c3)c2)CC1	-1
O=c1c2ccccc2nc2n1C(CSc1ccc(F)cc1)CS2 (stereo unspecified)	2
Clc1cc(Cl)cc(Nc2ncn[nH]2)c1	2
CCCCNC(=O)NS(=O)(=O)c1ccc(NC(=O)CSc2nnc(-c3cccs3)n2-c2ccc(OC)cc2)cc1	-2
Cc1ccc2cc(CCNS(=O)(=O)c3ccc(Cl)cc3)c(=O)[nH]c2c1C	4
CC1(C)CC(C(CCN(Cc2ccccc2)C(=O)c2ccco2)c2ccc(F)cc2)CCO1 (stereo unspecified)	3
CCC(=O)N(CCc1ccccc1)Cc1cc2cc3c(cc2[nH]c1=O)OCO3	-2
CCC(=O)Nc1cccc(NC(=O)c2ccc(C)c([N+](=O)[O-])c2)c1	0
CC(OC(=O)CCN=C1NS(=O)(=O)c2ccccc21)C(=O)c1ccccc1 (stereo unspecified)	-2
COc1ccc(OCC(=O)Nc2nccs2)cc1	2
Cc1ccccc1-c1nc(Cc2ccccc2)no1	7
CCc1nnc(NC(=O)c2ccc(-c3ccccc3F)o2)s1	-2
CCOC(=O)C1CCCN(C(=O)CN(c2ccc(OC)cc2)S(=O)(=O)c2c(C)noc2C)C1 (stereo unspecified)	-2

7 records picked at random from those above, as already listed:
SMILES	TbREL1 inh
CCC(=O)N(CCc1ccccc1)Cc1cc2cc3c(cc2[nH]c1=O)OCO3	-2
CC1(C)CC(C(CCN(Cc2ccccc2)C(=O)c2ccco2)c2ccc(F)cc2)CCO1 (stereo unspecified)	3
COCCCNC(=O)c1ccc2c(=O)n(CC3CCCO3)c(=S)[nH]c2c1 (stereo unspecified)	4
Cc1oc(-c2cc(F)cc(F)c2)nc1CN1CCN(C(=O)c2ccco2)CC1	-5
COc1ccc(OC)c(NC(=O)CSc2nc3scc(C)c3c(=O)[nH]2)c1	1
O=c1c2ccccc2nc2n1C(CSc1ccc(F)cc1)CS2 (stereo unspecified)	2
CCN(C(=O)[C@@H](C1CC1)[C@@H](O)c1ccc(Cl)cc1)c1ccccc1	-3

Part of the list above, as a markdown table.
| SMILES | TbREL1 inh |
| --- | --- |
| CCC(C)(NC(=O)c1ccccn1)C(=O)NC1CCCCC1 (stereo unspecified) | -4 |
| COc1ccc(-c2csc(C(C#N)=C(O)CSc3nccn3C)n2)cc1OC | -2 |
| O=C(N/N=C/c1ccccn1)NC12CC3CC(CC(C3)C1)C2 | 1 |

Screens: PubChem, The Scripps Research Institute Molecular Screening Center
